Assay outcomes deposited in PubChem BioAssay by National Center for Advancing Translational Sciences (NCATS).
KAT2A inh: qHTS Assay for Inhibitors of GCN5L2. 0.21% of 390,000 active. Histone acetyltransferase KAT2A (Homo sapiens), Q92830. GCN5L2 HAT assay, ThioGlo1 CoA-SH fluorescence. Potency, µM (highest dose often 58.9 µM), for inactives: at the top dose activity change, negative = inhibition, usual class: inhibitors
Target sequence (Q92830 whole entry, looked up): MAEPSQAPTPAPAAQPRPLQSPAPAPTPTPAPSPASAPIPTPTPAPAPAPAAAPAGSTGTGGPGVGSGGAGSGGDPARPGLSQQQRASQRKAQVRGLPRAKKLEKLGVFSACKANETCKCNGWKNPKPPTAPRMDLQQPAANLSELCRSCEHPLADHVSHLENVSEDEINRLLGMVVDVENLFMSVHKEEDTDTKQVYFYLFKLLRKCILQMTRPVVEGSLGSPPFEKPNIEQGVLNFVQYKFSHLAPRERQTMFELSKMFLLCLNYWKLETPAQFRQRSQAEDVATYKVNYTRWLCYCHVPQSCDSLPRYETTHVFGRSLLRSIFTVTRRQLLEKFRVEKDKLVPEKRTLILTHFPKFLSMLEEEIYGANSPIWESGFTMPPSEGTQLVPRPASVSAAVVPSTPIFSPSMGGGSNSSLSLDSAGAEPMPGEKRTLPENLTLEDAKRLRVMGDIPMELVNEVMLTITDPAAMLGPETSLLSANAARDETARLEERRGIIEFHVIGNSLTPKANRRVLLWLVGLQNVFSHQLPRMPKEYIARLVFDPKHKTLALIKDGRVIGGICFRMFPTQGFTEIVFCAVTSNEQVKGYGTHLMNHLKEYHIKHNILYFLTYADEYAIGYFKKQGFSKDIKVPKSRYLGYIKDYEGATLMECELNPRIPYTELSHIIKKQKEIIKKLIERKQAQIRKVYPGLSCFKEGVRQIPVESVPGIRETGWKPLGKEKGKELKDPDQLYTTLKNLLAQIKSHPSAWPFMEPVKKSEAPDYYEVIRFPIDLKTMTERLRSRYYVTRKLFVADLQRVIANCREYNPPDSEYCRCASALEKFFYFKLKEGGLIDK
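ThioGlo1-coupled HAT assay: 20nM GCN5L2, 70uM acetyl-CoA, 75uM H3(1-25) peptide, pH 7.5. Fluorescence read at 340/540nm at start and after 20 min at room temperature.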
DT40 TDP1 CPT: qHTS for Inhibitors of human tyrosyl-DNA phosphodiesterase 1 (TDP1): qHTS in cells in presence of CPT; chicken DT40 Tdp1-/-;hTDP1 cells + 20 nM CPT, ATP luminescence, 48 h; Potency, µM (highest dose often 46.2 µM), for the others: at the highest dose activity change, negative = growth inhibition, hits mostly inhibitors; 12% of 420,000 active; note: nearly all actives have a fitted effect of over 55% in size
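Chicken DT40 Tdp1-/- cells stably complemented with human TDP1 were seeded at 400 cells/well in medium containing 20 nM camptothecin, exposed to pin-transferred compounds, and grown at 37 °C for at least 48 hr. Viability was read as ATP luminescence.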
TDP1 cell noCPT: qHTS for Inhibitors of human tyrosyl-DNA phosphodiesterase 1 (TDP1): qHTS in cells in absence of CPT; DT40 Tdp1-/- hTDP1 cells, no CPT, ATP luminescence, 48 h; Potency, µM (series often up to 46.2 µM), inactives show top-dose activity change, negative = growth inhibition, actives largely listed as inhibitors; 15% of 420,000 active; AID 686978, 2013; note: nearly all actives have a fitted effect of over 55% in size
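No-CPT arm: Tdp1-/-;hTDP1 DT40 cells (400/well) plus compounds, incubated ≥48 hr at 37 °C. Readout CellTiter-Glo luminescence.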
* hit, by the source's call; ? = inconclusive; nt = not tested or not shown; [ ] = another dose, or the depositor's remark. Calls come from the whole dose curve; as a rule, active = well fitted curve in the direction sought with a large enough effect; inconclusive = small, poorly fitted or top-dose-only effect, or another doubt; inactive = no such curve, though single readings can be large; an effect the other way counts as inactive or inconclusive. % is set by controls: 0 for no effect and ±100 for the full control effect; potency is the fitted concentration of half-maximal effect.

SMILES | KAT2A inh | DT40 TDP1 CPT | TDP1 cell noCPT
CC1Cc2cc(/C(O)=C3/C(=O)C(=O)N(CCN4CCOCC4)C3c3ccc(C(C)C)cc3)ccc2O1 (configuration not stated) | 2.7% | ? | ?
COC(=O)C1=C(CSc2nncn2C)NC(=O)NC1c1ccc(F)cc1 (configuration not stated) | -6.1% | 6.0% | -0.2%
COc1ccccc1C(=O)COC(=O)CNS(=O)(=O)c1ccc(C)c(C)c1 | -1.7% | 8.0% | -5.4%
COc1ccc(-c2c(C)n([O-])c3c([n+]2=O)CCCC3)c(OC)c1 | 0.3% | -4.7% | -1.0%
COC(=O)c1c(NC(=O)/C(C#N)=C/c2ccccc2)sc2c1C(C(=O)OC)CC2 (configuration not stated) | -13.7% | -7.1% | 0.7%
CN(C)/C(=C\C(=O)c1ccccc1)C(=O)c1ccccc1 | nt | -1.6% | -7.1%
CCCOC(=O)Nc1ccc(S(=O)(=O)Nn2cnnc2)cc1 | -1.6% | -6.1% | -1.0%
COc1ccc(NC(=O)c2cc(S(=O)(=O)Nc3ccc(OC)cc3)cs2)cc1 | -15.2% | ? | 29.1µM*
Cn1c(SCC2CCCO2)nnc1-c1ccc([N+](=O)[O-])cc1 (configuration not stated) | -2.7% | -2.1% | 0.9%
Cc1cccc(NC(=O)N2CCCc3ccccc32)c1C | ? | -18.5% | -5.5%
Cc1ccc(NC(=O)CN(C)C(=O)Cc2coc3cc(C)c(C)cc23)cc1 | nt | ? | ?
Cc1cc(SCC(=O)Nc2ncc(Cl)cc2Cl)nc2ccccc12 | 6.0% | -15.9% | -3.6%
CCN1CCc2c(sc(NC(=S)NC(=O)c3cccc(F)c3)c2C(N)=O)C1 | nt | ? | ?
COCCn1c(N)c(C(=S)NC(=O)c2cccs2)c(=O)[nH]c1=O | -3.9% | 10.3µM* | ?
CN(C)c1ccc(NC(=O)N2CCOCC2)cc1 | -0.8% | -25.9% | -13.1%
COc1ccc(N2CCN(C(=O)c3ccc(Cn4c(=S)[nH]c5ccc(N6CCOCC6)cc5c4=O)cc3)CC2)cc1 | -4.4% | 23.1µM* | 18.4µM*
C=CC(=O)Oc1ccc(N2Cc3ccccc3C2=O)cc1 | nt | 3.66µM* | 4.61µM*
O=C(c1ccccc1)N1CCN(c2n[nH]c(=O)[nH]c2=O)CC1 | -6.6% | 6.4% | -0.2%
CCC(C)c1ccc(NC(=O)c2c([N+](=O)[O-])cnn2CC)cc1 (configuration not stated) | -21.6% | ? | ?
COC(=O)Cn1c(C)nc(=O)c(-c2ccccc2)c1C | -1.1% | -2.0% | -17.6%
c1ccc(-c2ccccc2OCCCN2CCCCCC2)cc1 | 19.7% | ? | ?
Cc1cc(C)c(C(=O)Nc2ccc(S(=O)(=O)Nc3onc(C)c3C)cc2)c(C)c1 | 1.0% | -24.7% | -12.8%
CCc1cc(=O)oc2cc(OCC(=O)NCc3ccccn3)ccc12 | -19.4% | ? | ?
Cc1cc(C(=O)OCC(=O)NCc2ccccc2)c2ccccc2n1 | -3.5% | ? | ?
Cc1ccccc1Nc1cc(=O)oc2ccccc12 | -9.6% | 11.6µM* | 20.6µM*
O=C(CCCCCNC(=O)N1CCn2c1nc1ccccc12)NCc1ccc(Cl)cc1 | -10.3% | ? | ?
NC(=O)c1c(NC(=O)c2ccc(F)cc2Cl)sc2c1CCC2 | -9.0% | -2.7% | 0.6%
COc1ccc(CN2C(=O)c3cccnc3C2=O)cc1S(=O)(=O)N1CCCC(C)C1 (configuration not stated) | 0.9% | 0.0% | -9.4%
CCN(CC)CCCN=C(C)C1=C(O)c2ccccc2C1=O | -24.7% | 9.7% | 3.7%
CCOC(=O)C1=CCC(c2ccccc2)N(S(=O)(=O)c2ccc(C)cc2)[C@H]1CC (some centres not stated) | nt | 20.6µM* | 16.4µM*
Cc1cccc(C)c1OCC(O)CN1CCc2ccccc2C1 (configuration not stated) | nt | 4.61µM* | 6.51µM*
CCOC(=O)C1=CCN(S(=O)(=O)c2ccc(Cl)cc2)C1c1ccccc1 (configuration not stated) | nt | ? | ?
O=C(O)c1cccc(-n2c(/C=C/c3ccccc3)nc3ccccc3c2=O)c1 | 4.8% | ? | ?
O=C(Nc1cc(Cl)ccc1Cl)C1Cc2ccccc2O/C1=N\O (configuration not stated) | ? | -3.4% | -11.3%
Cc1cccc(C(=O)NC2CC3CCCC(C2)N3C(=O)Nc2ccccc2)c1 (configuration not stated) | -2.8% | -29.6% | ?
COc1ccc(-c2csc(-c3ccc(O)cc3)n2)cc1 | -11.9% | 7.31µM* | 6.51µM*
COc1ccc2nc(C)c3c(c2c1)OC(C)C3 (configuration not stated) | 3.0% | -12.0% | -28.4%
CCSc1nnc(CNC(=O)c2ccccc2F)n1-c1ccccc1OC | -5.2% | 13.0% | 1.0%
O=C(Nc1ccc(S(=O)(=O)C(F)F)cc1)c1ccc2c(=O)n3c(nc2c1)CCC3 | -7.7% | ? | ?
Cc1ccc(-c2cc(-c3ccccc3C)[nH]n2)c(O)c1 | -15.6% | ? | ?
O=C(c1ccoc1)N1CCN(c2cc(-c3ccccc3)nc3cc(-c4ccc(Br)cc4)nn23)CC1 | nt | 11.6µM* | 5.8µM*
COc1ccc(C(=O)O)cc1S(=O)(=O)Nc1ccccc1C(=O)NCc1ccc2c(c1)OCO2 | 3.5% | -17.5% | 12.2%
O=S1(=O)CC(c2ccccc2)=NN=C(c2ccccc2)C1 | nt | ? | ?
Cc1nc2c(-c3ccccc3)c(C)nn2c(C)c1CCC(=O)NCc1ccccc1 | 0.6% | -21.2% | ?
Cc1cccc(NC(=O)CS(=O)(=O)c2cccc3nsnc23)c1 | -1.0% | -5.2% | -25.4%
S=C1NCCOCCOCCOCCOCCN1 | 0.4% | -0.6% | -13.8%
CCC(=O)Nc1cccc(C2=NOC3(C2)C[C@H](C(N)=O)N(C(=O)Cc2ccc([N+](=O)[O-])cc2)C3)c1 (some centres not stated) | -4.6% | 21.7% | 10.5%
OC[C@@H]1CN(Cc2ccc3c(c2)OCO3)C[C@H](n2cnc3c(NC4CC4)ncnc32)O1 | nt | ? | 20.6µM*
CCC(C)NC(=O)CSc1nc2cc3c(cc2c(=O)n1Cc1ccco1)OCO3 (configuration not stated) | 1.2% | 3.1% | -4.6%
CCOC(=O)c1c(NC(=S)Nc2ccc(OC)cc2)sc2c1CCCCC2 | -4.5% | 1.6% | -9.1%

By substructure, the compounds so far with fluorine
SMILES | KAT2A inh | DT40 TDP1 CPT | TDP1 cell noCPT
COC(=O)C1=C(CSc2nncn2C)NC(=O)NC1c1ccc(F)cc1 (configuration not stated) | -6.1% | 6.0% | -0.2%
CCN1CCc2c(sc(NC(=S)NC(=O)c3cccc(F)c3)c2C(N)=O)C1 | nt | ? | ?
NC(=O)c1c(NC(=O)c2ccc(F)cc2Cl)sc2c1CCC2 | -9.0% | -2.7% | 0.6%
CCSc1nnc(CNC(=O)c2ccccc2F)n1-c1ccccc1OC | -5.2% | 13.0% | 1.0%
O=C(Nc1ccc(S(=O)(=O)C(F)F)cc1)c1ccc2c(=O)n3c(nc2c1)CCC3 | -7.7% | ? | ?

Going on with the list:
SMILES | KAT2A inh | DT40 TDP1 CPT | TDP1 cell noCPT
COc1ccc2[nH]c3c(N4CCC(O)(c5cccc(C(F)(F)F)c5)CC4)ncnc3c2c1 | -11.9% | 20.6µM* | 20.6µM*
CN(C)c1ccc(/C=C/c2ccnc3c2ccc2c(/C=C/c4ccc(N(C)C)cc4)ccnc23)cc1 | nt | -13.9% | -0.4%
CN1CCN(Cc2nc3ccccc3c(=O)n2Cc2nc(-c3ccccc3F)cs2)CC1 | -14.1% | 16.4µM* | 10.3µM*
CCOc1ccc(N(CC)S(=O)(=O)N2CCCC(C(=O)Nc3cc(Cl)ccc3OC)C2)cc1 (configuration not stated) | -8.4% | ? | 18.4µM*
O=C(O)CC/C(=C\c1ccc(Cl)c([N+](=O)[O-])c1)c1nc2ccccc2s1 | 1.4% | ? | -0.6%
CCCCCC(=O)N/N=C/c1ccc(N(C)C)cc1 | 2.7% | -9.2% | -18.4%
CCOC(=O)C1CCCN(C(=O)C2CCN(S(=O)(=O)c3cnc[nH]3)CC2)C1 (configuration not stated) | -1.2% | -15.8% | 6.9%
CCCCC(=O)NC(=S)Nc1cccc(C(=O)O)c1 | -9.6% | 0.0% | 1.5%
CC(=O)N1c2ccc(S(=O)(=O)N(C)CC(=O)NC(C)c3ccccc3)cc2CC1C (configuration not stated) | 0.2% | ? | -6.3%
CCOC(=O)c1c(CSC(=N)N)n(C)c2cc(Br)c(OC(C)=O)cc12 | -2.2% | 16.4µM* | 16.4µM*
COc1cccc(CNC(=O)c2ccc(-n3c(C)cc4c3CCC(C)C4)cc2)c1 (configuration not stated) | -2.8% | ? | ?
O=C(/C(=C(\[O-])c1ccccc1)[n+]1ccc2ccccc2c1)c1ccc([N+](=O)[O-])cc1 | -5.5% | 3.3% | -10.8%
CCc1ccc(-c2cc(C)no2)cc1S(=O)(=O)N1CCOc2ccccc21 | -19.5% | ? | ?
CCOC(=O)c1c(C)[nH]c(C2=NNC(=Nc3ccc(OCC)cc3)SC2)c1C | -7.0% | 16.4µM* | 16.4µM*
Cc1ccc([C@@H]2CC=C(C(=O)O)[C@H](c3cccc(Cl)c3)N2S(=O)(=O)c2ccc(C)cc2)cc1 | -23.7% | ? | ?
COc1ccc(NC(=O)CSc2nnc(-c3cccnc3)o2)c(OC)c1 | -4.1% | -28.9% | 3.9%
COc1cc(C(=O)NC2CC(C)(C)NC(C)(C)C2)cc(OC)c1OC | 1.3% | 34.4%[activator] | 0.4%
Cc1ccc(-c2csc(NC(=O)c3c(C)noc3C)n2)cc1 | -11.7% | ? | 9.2µM*
O=C(NN1C(=O)/C(=C\c2cccnc2)SC1=S)c1ccco1 | -19.9% | -28.7% | ?
CSc1ncccc1C(=O)N1CCCC(Nc2ccc(F)c(F)c2)C1 (configuration not stated) | nt | ? | ?
Cc1ccc(OCCCOc2cccc3cccnc23)cc1C | ? | ? | ?
O=C(Nc1ccc2ccccc2c1)c1ccc(Br)o1 | ? | -14.3% | -3.9%
Cc1nc(-c2ccc(NC(=O)Cc3ccccc3)cc2)cs1 | -14.8% | -1.5% | ?
CCc1ccc(NC(=O)CCc2c(C)nn(-c3ccc(N4CCCC4)nn3)c2C)cc1 | -16.2% | ? | ?
CC(C)c1ccc(C2c3c(oc4ccc(Cl)cc4c3=O)C(=O)N2CCCN2CCOCC2)cc1 (configuration not stated) | -8.1% | 18.4µM* | ?
Cc1nnc(-c2cnn(C)c2N)n1CCCN(C)C | -4.9% | 18.8% | -0.8%
Cc1cccc(-n2ncc3c(NCc4cccnc4)ncnc32)c1 | -12.6% | ? | ?
COc1ccc(Cc2nc3ccc(C(=O)NC(C)c4cnn(C)c4)cc3o2)cc1 (configuration not stated) | -2.6% | -20.1% | -12.1%
O=C1CC(Sc2nnc(-c3ccccc3)o2)C(=O)N1c1ccccc1 (configuration not stated) | -0.2% | 2.91µM* | 4.61µM*
CC1CCCN(CC(=O)Nc2cccc([N+](=O)[O-])c2)C1 (configuration not stated) | 37.7%[activator] | -13.0% | -13.4%

Copied from the list:
Cc1nnc(-c2cnn(C)c2N)n1CCCN(C)C @ KAT2A inh = -4.9%
Cc1nc(-c2ccc(NC(=O)Cc3ccccc3)cc2)cs1 @ DT40 TDP1 CPT = -1.5%
CCc1ccc(NC(=O)CCc2c(C)nn(-c3ccc(N4CCCC4)nn3)c2C)cc1 @ KAT2A inh = -16.2%
COc1ccc(Cc2nc3ccc(C(=O)NC(C)c4cnn(C)c4)cc3o2)cc1 (configuration not stated) @ TDP1 cell noCPT = -12.1%

(list continues)
SMILES | KAT2A inh | DT40 TDP1 CPT | TDP1 cell noCPT
COc1cc(Cl)ccc1OC1(C)CCN(Cc2ccc(-c3ccccn3)cc2)C1 (configuration not stated) | nt | ? | 14.6µM*
O=C(CSc1ccc2c(c1)OCCO2)Nc1cccnc1 | -1.3% | ? | ?
Cc1nn(C)c(C(=O)N/N=C/c2cccc3ccccc23)c1Cl | -2.3% | 0.0% | -2.7%
C(=C\c1ccccc1)/CSc1nnc(-c2cccnc2)o1 | 2.2% | 5.7% | -13.1%
COc1ccccc1C(=O)NC(=O)COC(=O)C1CCC1 | -3.3% | 8.8% | 0.4%
